PLAP inhibition: PLAP enzyme inhibitors, biochemical, luminescence, HTS (AID 690); Alkaline phosphatase, placental type (Homo sapiens); purified PLAP, luminescent substrate; higher % means a stronger effect; inhibition, % at 20 µM; hits with a dose series show IC50 in µM; actives 0.08% (n = 96,000); in the data active means a potency from the dose series; inactive means the rest, 99 in 100 with inhibition below about 30%; further: strong numbers were not always called active
Bcl-B TR3 displacers: displacers of TR3 peptide from Bcl-B, primary screen, selectivity assay for Bfl-1 inhibitor project, biochemical, fluorescence polarization | AID 748, 2007 | FP displacement of FITC-TR3 peptide from Bcl-B; higher % means a stronger effect | displacement, % at 20 µM, or IC50 in µM where a hit was titrated | actives 0.11% (n = 96,000);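 active means displacement above 50% at 20 µM plus a fluorescence interference ratio under 1.5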;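 further: plate controls were wells without compound for no effect and wells lacking Bcl-B protein for full effect; a part of the inactive calls stands beside numbers as strong as those of hits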
NFkB transloc inh: inhibitors of IL-1B driven NFkB p65 nuclear import, primary screen, imaging, HUVEC, IL-1B stimulus, high-content imaging. actives 0.43% (n = 94,000). HUVEC IL-1B NFkB p65 nuclear translocation imaging. inhibition, % at 2 µM;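 active means inhibition above about 30% together with a positive call from visual inspection of the well image, limit read from the data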;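 further: nuclear over cytoplasmic p65 intensity ratio measured by imaging; 0% = IL-1B stimulated DMSO wells and 100% = unstimulated DMSO wells; values of inactives mirror those of a sister screen read the other way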
MRP resist rev: reversal of MRP1-mediated doxorubicin resistance, primary screen, H69AR cells, doxorubicin co-treatment; H69AR cells + 2 uM doxorubicin, CellTiter-Glo, 72 h; differential viability (reversal), % at 10 µM; actives 0.04% (n = 85,000);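 active means viability drop by adding the cancer drug above about 55%, with treated viability meeting a 40% cutoff, limit read from the data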;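 further: viability without doxorubicin minus viability with 2 µM doxorubicin for each compound; larger differential means the compound sensitizes cells more to doxorubicin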
IL1B NFkB pot: enhancers of NFkB p65 translocation in HUVEC – imaging, IL-1B stimulus, high-content imaging, primary screen; HUVEC IL-1B NFkB p65 nuclear translocation imaging; AID 819, 2007; actives 0.3% (n = 94,000); activation, % at 2 µM;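 active means activation above 40%, about the mean plus 3 SD, also judged a hit on visual image review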;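 further: percent activation is computed from the nuclear over cytoplasmic p65 intensity ratio; values of inactives mirror those of a sister screen read the other way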
MRP resist rev cytotoxicity: recorded beside MRP resist rev, whose call it bears; viability, %; H69AR cells, CellTiter-Glo, 72 h; measured here: cytotoxicity without doxorubicin
MRP resist rev with doxorubicin: further read-out of MRP resist rev, marked with its call; viability, %; measured here: viability with 2 uM doxorubicin; hits give low values
NFkB transloc inh cell count 2 µM: also measured in NFkB transloc inh; calls as there; cell count; measured here: cells passing quality filter;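 raw number of nuclei counted in each imaged well without normalization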
IL1B NFkB pot cell count 2 µM: recorded beside IL1B NFkB pot, whose call it bears; cell count; measured here: cells passing quality filter
An asterisk follows results filed as active; nt = not tested or not shown. An excerpt, so the mix of outcomes need not match the whole.

SMILES | PLAP inhibition | Bcl-B TR3 displacers | NFkB transloc inh | NFkB transloc inh cell count 2 µM | MRP resist rev | MRP resist rev cytotoxicity | MRP resist rev with doxorubicin | IL1B NFkB pot | IL1B NFkB pot cell count 2 µM
O=C(CSCC(=O)OCn1nnc2ccccc2c1=O)Nc1ccc(Cl)cc1 | 7% | 5% | -2 | 174 | 10 | 89 | 79 | 2 | 174
Cc1ccc(C(C2=C(O)CC(C)(C)CC2=O)C2C(=O)CC(C)(C)CC2=O)s1 (stereo not given) | -11% | 5% | 3 | 116 | nt | nt | nt | -3 | 116
COC(=O)c1ccc(C2NC(=O)NC(C)=C2C(=O)N(C)C)cc1 (stereo not given) | -41% | -5% | -17 | 178 | 15 | 101 | 85 | 17 | 178
COc1cc(-n2nnnc2SCC(=O)N2CCN(c3ccc(F)cc3)CC2)c(OC)cc1Cl | -12% | -9% | 2 | 157 | 6 | 81 | 75 | -2 | 157
CCN(CC)c1ccc(NS(=O)(=O)c2ccc3c(c2)oc(=O)n3C)c(C)c1 | -14% | 5% | -7 | 52 | -10 | 83 | 93 | 7 | 52
N#Cc1c(-c2ccc(Cl)cc2)ccn2nc(C3CCCCC3)nc12 | 13% | -142% | -1 | 152 | -4 | 31 | 35 | 1 | 152
CCOc1ccc2nc(NCCNC(=O)Nc3ccccc3)c(C#N)cc2c1 | -50% | 3% | 12 | 116 | -21 | 28 | 49 | -12 | 116
Clc1ccc(-c2cc(COc3ccc4ccccc4c3)no2)cc1 | 23% | -6% | -4 | 178 | nt | nt | nt | 4 | 178
CCCCOCCCNC(=O)Cc1ccccc1OC | -41% | -16% | -13 | 107 | 8 | 104 | 96 | 13 | 107
O=c1[nH]c2cc(Cl)ccc2n(CCNc2ncc(C(F)(F)F)cc2Cl)c1=O | 9% | -17% | -8 | 177 | nt | nt | nt | 8 | 177
CCCS(=O)(=O)N1CCC(C(=O)NCCCOC)CC1 | -10% | 4% | -23 | 161 | -2 | 97 | 99 | 23 | 161
O=C(CN1C(=O)NC2(CCCCCCC2)C1=O)N1CCN(C(=O)c2ccco2)CC1 | 1% | -8% | -10 | 50 | -9 | 50 | 59 | 10 | 50
O=S(=O)(c1ccc(F)cc1)N1CC2CCCN2c2ccc(C(F)(F)F)cc21 (stereo not given) | 34% | -5% | 0 | 149 | nt | nt | nt | 0 | 149
N#Cc1c(-c2ccccc2)nc(-c2ccccc2)[nH]c1=O | -1% | -5% | -19 | 125 | nt | nt | nt | 19 | 125
COc1cccc(C2N(c3cccc(Cl)c3)C(=O)C3CCCN32)c1OC (stereo not given) | -74% | -22% | -7 | 162 | 11 | 95 | 84 | 7 | 162
CCN1C(=O)c2cccc3c(S(=O)(=O)NCCCN4CCOCC4)ccc1c23 | -18% | -2% | 0 | 118 | 11 | 98 | 88 | 0 | 118
Cc1ccc2nc3sc(C(=O)N4CCOCC4)c(N)c3cc2c1 | 1% | 4% | 4 | 150 | -9 | 81 | 90 | -4 | 150
O=C(Nc1nncs1)c1ccccc1Br | 9% | -4% | -17 | 115 | -11 | 96 | 108 | 17 | 115
COc1ccc(C2C3=C(N=C4SCC(=O)N42)c2ccccc2CC3)cc1 (stereo not given) | -57% | -6% | 4 | 208 | nt | nt | nt | -4 | 208
CCOC(=O)N1CCN(C(=S)NC)CC1 | 18% | 3% | 0 | 52 | 13 | 107 | 94 | 0 | 52
CC(=O)N1CCN(Cc2ccc(Br)s2)CC1 | -32% | -4% | nt | nt | -13 | 98 | 111 | nt | nt
COc1ccc2[nH]c(=O)c(CN(Cc3cccs3)Cc3nnnn3Cc3ccccc3)cc2c1 | 18% | 11% | -3 | 39 | -24 | 33 | 57 | 3 | 39
O=C1CC(N2CCN(c3ccc(C(=O)c4ccc(F)cc4)cc3)CC2)C(=O)N1 (stereo not given) | -15% | 1% | -39 | 161 | -2 | 79 | 81 | 39 | 161
Clc1ccc(Cn2cc(/C=N/n3cnnc3)c3ccccc32)c(Cl)c1 | -11% | 0% | 8 | 158 | 31 | 75 | 43 | -7 | 158
Cc1c(NC(=O)CSc2nnc(-c3ccco3)n2-c2ccccc2)c(=O)n(-c2ccccc2)n1C | -6% | 0% | 4 | 114 | -13 | 83 | 96 | -4 | 114
CC(=O)NC(C)C12CC3CC(CC(C(=O)O)(C3)C1)C2 (stereo not given) | 0% | -2% | -20 | 154 | -1 | 93 | 94 | 20 | 154
Cc1nn(CC(=O)N2CCOCC2)c(C)c1[N+](=O)[O-] | -2% | -12% | -26 | 169 | nt | nt | nt | 25 | 169
CCc1[nH]nc2c1C(Cc1ccccc1)C(C#N)=C(N)O2 (stereo not given) | 13% | -3% | -1 | 189 | 7 | 99 | 93 | 1 | 189
Cc1nn(Cc2ccccc2)c(C)c1NC(=O)CSc1nc(-c2ccccc2)nc2c1cnn2-c1ccccc1 | 3% | -4% | -3 | 159 | 8 | 77 | 69 | 3 | 159
S=C(Nc1ccccc1)N1N=CCC1c1ccccc1 (stereo not given) | 6% | -7% | 11 | 96 | -9 | 92 | 101 | -11 | 96
O=C(CCCCn1c(=S)[nH]c2ccsc2c1=O)NCc1ccco1 | -6% | 1% | -4 | 47 | 4 | 90 | 86 | 6 | 47
O=C(/C=C/Nc1cccc(O)c1)c1ccccc1 | 3% | -21% | nt | nt | 1 | 97 | 95 | nt | nt
CCC(C)NC(=O)c1ccccc1NC(=O)CN(c1ccc(OC)cc1)S(C)(=O)=O (stereo not given) | -1% | 21% | -4 | 176 | 16 | 108 | 92 | 4 | 176
CCC1(C)NC(=O)N(CC(=O)Nc2sc3c(c2C(N)=O)CCC3)C1=O (stereo not given) | -46% | -59% | nt | nt | 2 | 92 | 91 | nt | nt
COCC(N)(c1ccccc1)c1nc2ccccc2n1C (stereo not given) | -30% | -8% | 0 | 123 | 0 | 105 | 105 | 0 | 123
Cc1ccc(NC(=O)c2ccc(NS(=O)(=O)c3c(C)noc3C)cc2)cc1C | -28% | -8% | 4 | 108 | 6 | 98 | 92 | -4 | 108
CN(CC(=O)Nc1nc2ccc(F)cc2s1)S(=O)(=O)c1ccc(Cl)cc1 | -34% | -13% | -8 | 75 | -6 | 41 | 48 | 8 | 75
O=C(CCCCC(=O)NCc1cccs1)NCc1cccs1 | 2% | 0% | -12 | 176 | -7 | 97 | 104 | 12 | 176
CC1CN(C2CCN(C(=O)c3cccc(Cl)c3)CC2)CC(C)O1 (stereo not given) | 0% | -4% | 10 | 169 | -8 | 100 | 109 | -10 | 169
COc1ccc2nc(N3CCOCC3)cc(C)c2c1 | 11% | -2% | 3 | 113 | 15 | 102 | 87 | -3 | 113
CC(=O)Nc1ccc(C(=S)NCc2ccco2)cc1 | 17% | 0% | 5 | 184 | nt | nt | nt | -5 | 184
Cc1ccc(C(c2sc3nc(C)nn3c2O)N2CCN(c3ccccc3F)CC2)cc1 (stereo not given) | -4% | 5% | -16 | 122 | 5 | 102 | 97 | 16 | 122
O=C(Cn1cnc2ccccc2c1=O)NCC1COc2ccccc2O1 (stereo not given) | 3% | -2% | 3 | 186 | 20 | 104 | 84 | -3 | 186
C=CCNCCCCOc1ccc(C)cc1[N+](=O)[O-] | 11% | -2% | 4 | 151 | nt | nt | nt | -4 | 151
O=C1NC(Cc2c[nH]c3ccccc23)C(=O)N1CCOc1ccc(F)cc1 (stereo not given) | 27% | -6% | 1 | 142 | -7 | 83 | 90 | -1 | 142
C=CCn1c(N)cc(=O)nc1SCC(=O)Nc1ccc2ccccc2c1 | nt | nt | 9 | 88 | -21 | 82 | 104 | -9 | 88
COc1ccc(-n2c(Cc3cccn3C)nnc2SCC(N)=O)cc1 | -28% | -2% | -6 | 47 | 1 | 95 | 94 | 6 | 47
COc1ccc(OC)c(N(CC(=O)N2CCc3ccccc3C2)S(C)(=O)=O)c1 | -26% | -3% | -7 | 42 | -7 | 83 | 89 | 7 | 42

Profiles, quoted from the list. Order of screens: PLAP inhibition	Bcl-B TR3 displacers	NFkB transloc inh	NFkB transloc inh cell count 2 µM	MRP resist rev	MRP resist rev cytotoxicity	MRP resist rev with doxorubicin	IL1B NFkB pot	IL1B NFkB pot cell count 2 µM
CCC1(C)NC(=O)N(CC(=O)Nc2sc3c(c2C(N)=O)CCC3)C1=O (stereo not given) is entered as -46%	-59%	nt	nt	2	92	91	nt	nt
CCOC(=O)N1CCN(C(=S)NC)CC1 is entered as 18%	3%	0	52	13	107	94	0	52
COc1cccc(C2N(c3cccc(Cl)c3)C(=O)C3CCCN32)c1OC (stereo not given) is entered as -74%	-22%	-7	162	11	95	84	7	162

Additional compounds.
SMILES | PLAP inhibition | Bcl-B TR3 displacers | NFkB transloc inh | NFkB transloc inh cell count 2 µM | MRP resist rev | MRP resist rev cytotoxicity | MRP resist rev with doxorubicin | IL1B NFkB pot | IL1B NFkB pot cell count 2 µM
Cc1nn(-c2ccc(Cl)cc2)c2[nH]c(=O)c(CNCc3ccc4c(c3)OCO4)cc12 | -94% | -26% | 17 | 98 | -32 | 32 | 64 | -17 | 98
O=C(Nc1nc2ccccc2n1CCOc1ccccc1)c1ccco1 | -21% | 2% | -17 | 98 | -6 | 42 | 48 | 17 | 98
Cc1ccc(S(=O)(=O)NC(=O)N2CCCC(C)(C)C2)cc1 | 16% | -2% | -13 | 189 | 13 | 91 | 78 | 13 | 189
Cc1ccccc1Cn1nc(C)c(NC(=O)c2cc3n(n2)C(C(F)F)CC(C(F)F)N3)c1C (stereo not given) | -31% | -6% | 96* | 30* | 9 | 85 | 76 | -96 | 30
O=C(CCc1nc(-c2ccccc2F)no1)NCc1ccco1 | 20% | -7% | -5 | 145 | -19 | 71 | 91 | 5 | 145
COc1ccc(-n2c(N)c(C(=O)NCc3ccco3)c3nc4ccccc4nc32)cc1 | -19% | 2% | -2 | 198 | nt | nt | nt | 2 | 198
O=C(CCN1CCN(C(=O)c2ccco2)CC1)Nc1ccc(F)cc1 | -8% | -2% | -17 | 156 | 7 | 86 | 78 | 17 | 156
O=C1C(=O)N(Cc2cccnc2)C(c2ccccn2)/C1=C(/O)c1ccc(F)cc1 (stereo not given) | -26% | 2% | nt | nt | -4 | 91 | 95 | nt | nt
O=C(NCc1ccco1)c1ccccc1NS(=O)(=O)c1ccc(Cl)s1 | -110% | 20% | 1 | 61 | 0 | 94 | 94 | -1 | 61
O=S(=O)(NCc1ccccc1)c1cccc(S(=O)(=O)N2CCOCC2)c1 | 33% | 2% | 10 | 110 | 6 | 100 | 94 | -10 | 110
CNC(=O)CSc1nnc(-c2ccco2)n1-c1ccc(C)cc1 | nt | nt | -9 | 156 | 17 | 98 | 82 | 9 | 156
C=CCSc1nnc(-c2ccncc2)n1-c1ccc(OCC)cc1 | -1% | 2% | -11 | 126 | 3 | 91 | 88 | 11 | 126

An excerpt from above with just IL1B NFkB pot and PLAP inhibition.
compound | IL1B NFkB pot | PLAP inhibition
CCN(CC)c1ccc(NS(=O)(=O)c2ccc3c(c2)oc(=O)n3C)c(C)c1 | 7 | -14%
Clc1ccc(Cn2cc(/C=N/n3cnnc3)c3ccccc32)c(Cl)c1 | -7 | -11%

The results go on:
SMILES | PLAP inhibition | Bcl-B TR3 displacers | NFkB transloc inh | NFkB transloc inh cell count 2 µM | MRP resist rev | MRP resist rev cytotoxicity | MRP resist rev with doxorubicin | IL1B NFkB pot | IL1B NFkB pot cell count 2 µM
Cc1ccc(NC(=O)/C(C#N)=C/c2ccc(Sc3nc(C)cc(C)n3)o2)cc1 | 11% | -26% | 16 | 201 | nt | nt | nt | -16 | 201
O=C(C1CCC(CNc2nc(=S)[nH]c3ccccc23)CC1)N1CCN(c2ccccn2)CC1 (stereo not given) | 0% | 18% | -11 | 122 | -3 | 70 | 73 | 11 | 122
O=C1OCc2cc(NC(=O)C3CCCCC3)ccc21 | 5% | -8% | -8 | 137 | 4 | 90 | 86 | 8 | 137
C=CCN(CC=C)S(=O)(=O)c1ccc2nsnc2c1 | 8% | -6% | nt | nt | 4 | 95 | 91 | nt | nt
Cn1cnnc1SCC(=O)Nc1ccc2c(c1)CCC2 | 6% | -1% | 0 | 166 | nt | nt | nt | 0 | 166

Bioassay records deposited in PubChem BioAssay by several laboratories.
